Artemis inh – inhibitors of human Artemis endonuclease activity; inhibition, % at 10 µM; Q96SD1; actives 0.78% (n = 30,000); recombinant Artemis, quenched FAM hairpin cleavage fluorescence;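 active means at 10 µM dose, at least 30% inhibition, measured as corrected fluorescence normalized to stimulator and neutral control wells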
Target sequence (Q96SD1 whole entry, looked up): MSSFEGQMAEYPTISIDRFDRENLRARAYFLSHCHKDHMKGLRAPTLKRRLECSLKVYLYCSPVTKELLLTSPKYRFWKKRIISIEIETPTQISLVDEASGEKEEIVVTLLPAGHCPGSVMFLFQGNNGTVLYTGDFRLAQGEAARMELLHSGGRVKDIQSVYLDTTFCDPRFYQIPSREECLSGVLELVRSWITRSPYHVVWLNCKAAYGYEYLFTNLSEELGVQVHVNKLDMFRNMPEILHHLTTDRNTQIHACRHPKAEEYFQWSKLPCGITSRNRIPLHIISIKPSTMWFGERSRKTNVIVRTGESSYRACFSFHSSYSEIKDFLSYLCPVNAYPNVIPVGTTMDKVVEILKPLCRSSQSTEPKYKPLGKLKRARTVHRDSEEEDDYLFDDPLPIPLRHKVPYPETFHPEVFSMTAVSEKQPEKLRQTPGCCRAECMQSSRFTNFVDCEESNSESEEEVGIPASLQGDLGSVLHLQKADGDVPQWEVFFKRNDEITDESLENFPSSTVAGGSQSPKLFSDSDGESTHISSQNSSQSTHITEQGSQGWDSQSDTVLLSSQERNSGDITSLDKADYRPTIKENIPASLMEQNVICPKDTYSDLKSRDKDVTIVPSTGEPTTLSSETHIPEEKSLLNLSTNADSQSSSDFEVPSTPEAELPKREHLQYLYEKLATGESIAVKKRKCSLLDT
* = called active by the depositor.

SMILES,Artemis inh
Cn1c(CSc2ncn[nH]2)nc2ccccc21,-3.5
O=C(COC(=O)C1c2ccccc2Oc2ccccc21)Nc1ccc2c(c1)OCO2,5.2
CCNCCNC(=O)c1c(O)c2cccc3c2n(c1=O)CCC3,-3.6
O=C(Cn1nc(-c2ccccc2)c2ccccc2c1=O)Nc1ccccn1,5.3
COc1ccc(OCC(=O)Nc2ccccc2OC(F)F)cc1,-5.1
CCOC(=O)C(C)(C)Sc1nc2c(cnn2-c2ccc(C)cc2)c(=O)[nH]1,16.2
Cc1nccn1CCC(=O)O,-5.7
CCS(=O)(=O)Nc1ccc(NC(C)=O)cc1,4.1
CCC1CCCCN1C(=O)CSc1nnc(-c2ccco2)o1 (centres undefined),2.7
COc1ccc(C(=O)N[C@H](C(=O)NCC2CCCCC2)C(C)C)cc1,0.1
CCCNC(=O)NS(=O)(=O)c1cnccc1Sc1ccc(Cl)c(Cl)c1,-9.5
COC(=O)C1=C(C)NC2=C(C1c1ccc(O)cc1)S(=O)(=O)c1ccccc12 (centres undefined),-15.3
CCn1cc(C(=O)N2CCN(Cc3ccc4c(c3)OCO4)CC2)c(=O)c2ccc(C)nc21,-1.6
CCOc1cc(C(=O)Nc2ccc(S(=O)(=O)N3CCOCC3)cc2)cc(OCC)c1OCC,-10.0
O=C(O)C1CCCN(S(=O)(=O)c2ccc(F)cc2)C1 (centres undefined),-0.2
COc1ccc(N2C(=O)CC(NCc3ccncc3)C2=O)cc1 (centres undefined),3.0
O=C(Cc1ccccc1)Nc1nnc(-c2ccco2)s1,-0.6
CCOC(=O)c1cnc2c(OC)cccc2c1N1CCN(c2ccccc2OC)CC1,14.2
CCn1c(=O)c(C(=O)NCCCO)c(O)c2ccccc21,-6.7
CCn1ccc(C(=O)NC2=C(C#N)CCC2)n1,-5.2
O=[N+]([O-])c1cc(S(=O)(=O)Nc2ccccc2)ccc1-n1nnc2ccccc21,-3.0
O=C(Nc1ccccc1)C1C2CCC3C(CCC21)C3(Cl)Cl (centres undefined),-7.3
COc1ccc(OC)c(C(=O)CN2CCN(S(=O)(=O)c3ccc(Br)cc3)CC2)c1,15.2
CC(C)Cn1[nH]c2c3c(ccc2c1=O)C(=O)c1ccccc1C3=O,13.5
Cc1cc(C(=O)OCCO)c(C#N)c(N)n1,-6.2
Cc1cccc(-n2ncc(C#N)c2N)c1,-1.4
Cc1c(CN(C)C)c2c(n1Cc1ccccc1)C(=O)c1ccccc1-2,-3.2
Fc1ccc(OCCOCCNCC2CCCO2)cc1 (centres undefined),-3.0
CC(CCc1ccccc1)NC(=O)/C=C/c1ccccc1 (centres undefined),-8.2
CCCC(C)C(=O)Nc1ccccc1C(=O)OCC (centres undefined),-3.6
CCOC(=O)c1cc2c(nc1N)CC(C)(C)OC2,-5.7
CN(/N=C/c1ccncc1)C1=NS(=O)(=O)c2ccccc21,0.0
CN1CCN(c2ccc(Cl)cc2NC(=O)c2nn(-c3ccccc3)c(=O)c3ccccc23)CC1,15.8
COc1cc(/C=C/C(=O)N2CCN(CC(O)COc3ccccc3)CC2)cc(OC)c1OC (centres undefined),-7.6
CCN(CC)c1ccc(C(=O)n2cnc3ccccc32)cc1,30.0*
CC(C)(C)NC(=O)COC(=O)Cc1ccc(Cl)cc1,-0.3
O=C(CN1C2=NCCCN2c2ccccc21)c1ccc(Br)s1,4.7
Nc1cc(N)nc(SCC(=O)Nc2ccccc2)n1,-4.4
CCN(CC)CCCOC(=O)C1(c2ccccc2)CCCC1,3.7
CCc1ccc(-c2nn(Cc3ccccc3)cc2/C=C/C(=O)O)cc1,7.7
CCCOc1ccc(-c2cnc(SCC(N)=O)nc2N)cc1,0.6
CCCCOc1cccc(C(=O)O)c1,-1.5
COc1cccc(NC(=O)CSc2nnc(-c3cc(-c4ccccn4)nc4ccccc34)o2)c1,5.3
CC(C)NC(C(=O)Nc1cc(Cl)cc(Cl)c1)c1ccccc1 (centres undefined),-1.5
Cc1occc1-c1nc(-c2ccccn2)no1,8.9
O=C(CCc1ccccc1)OCCN1CCOCC1,1.0
CCOC(=O)CSc1nc(N)cc(=O)[nH]1,-2.7
Cc1ccc(CCNc2ccccc2C)cn1,-5.3
CCOc1cc(NC(=O)c2ccccn2)c(OCC)cc1NC(=O)CC(C)C,3.5
COc1ccc(CCNC(=O)CSc2nnnn2Cc2ccc3c(c2)OCO3)cc1OC,11.6
Cc1ccc(C(=O)Nc2cccc(C(=O)NCc3ccco3)c2)cc1,-2.9
CN/S(=N/S(=O)(=O)c1ccccc1)c1ccc(C)cc1 (centres undefined),-8.1
COc1cc2c(cc1NC(=O)c1cccc([N+](=O)[O-])c1)oc1ccccc12,3.1
O=C(COc1ccc(/C=N/NS(=O)(=O)c2ccccc2)cc1)NCc1ccccc1,5.2
Clc1ccccc1Sc1cnc2ccccc2n1,6.3
N#CC1=C(N)OC2=C(C(=O)CCC2)C1C1C=CCCC1 (centres undefined),-7.5
CN=C1CC(SC)=C1c1ccc(C)cc1,1.1
CCCCC(=O)c1ccc(O)cc1O,-5.7
COc1ccc(N2C(=O)C3C4C=CC(C5CC45)C3C2=O)c([N+](=O)[O-])c1 (centres undefined),0.3
Cc1nc(NCCc2ccc(S(N)(=O)=O)cc2)c2c(C)c(C)sc2n1,-0.6

(listing goes on)
SMILES,Artemis inh
CC1(C)CC2CC(C)(CN2C(=O)CCCN2C(=O)c3ccccc3C2=O)C1 (centres undefined),-3.1
N/C(=N\c1nc2c(c(=O)[nH]1)CCCC2)Nc1ccccc1,-12.7
Cc1nc(-c2cccc(S(=O)(=O)N3CCCC(C)C3)c2)cs1 (centres undefined),0.1
O=C(NNC(=O)c1ccccc1-n1cccc1)c1cccc(Cl)c1,-3.1
CC(C)COc1nc2ccccc2nc1C(C#N)C(=O)NC1CCCCC1 (centres undefined),10.6
COc1cc2c(cc1OC)C(c1cccs1)NCC2 (centres undefined),2.7
O=C(c1ccccc1)c1c[nH]c(C(=O)NCc2cccnc2)c1,-6.3
O=C(O)COc1cccc(NC(=O)C2CCCO2)c1 (centres undefined),8.6
O=C(CCCC(=O)N1CCc2ccccc21)N1CCc2ccccc21,-2.7
O=C1CC(N2CCCN(C3CC(=O)N(c4ccc(F)cc4)C3=O)CC2)C(=O)N1c1ccc(F)cc1 (centres undefined),-0.7
O=S(=O)(O)CCN1CCOCC1,0.9
CC(=O)N=c1sc2ccccc2n1C,-0.6
CCOc1ccc(-c2nn(-c3ccccc3)cc2/C=C2\SC(N)=NC2=O)cc1C,11.2
CC(C)Nc1nc(N(c2ccccc2)c2ccccc2)nc(-n2ccnc2)n1,2.1
COc1ccc(C(=O)CC2OC(=O)c3c2ccc(OC)c3OC)cc1 (centres undefined),-0.1
O=C(CSc1nc2ccccc2[nH]1)NCCN1CCCCC1,-2.2
CCOC(=O)Cn1cnc2c(cnn2-c2ccc(Cl)cc2)c1=O,5.9
CCOc1ccc(-c2nn(-c3ccccc3)cc2/C=C(\C#N)S(=O)(=O)c2ccccc2)cc1C,-1.2
CS(=O)(=O)NCCSc1nnnn1-c1ccccc1,-5.4
CC(=O)N1CCN(C(=O)COc2ccc(Br)cc2)CC1,-0.9
Cn1ccnc1SCC(=O)Nc1sccc1C#N,0.4
COC(=O)c1c(/N=C/N(C)C)sc2c1CCN(c1ncc(C(F)(F)F)cc1Cl)C2,-2.6
O=C(Cn1cnc2ccccc2c1=O)N1CCOCC1,2.0
CC(C)CN=c1cc(-c2ccccc2)oc2ccc(Cl)cc12,-8.2
O=C(CN(C(=O)CCC(=O)Nc1nccs1)c1cccc(F)c1)NCC1CCCO1 (centres undefined),-0.8
CCOC(=O)Cn1cnc2c(C#N)c3n(c2c1=O)CCCCC3,-11.1
CCCOc1ccc(C(C)(O)CN2CCOCC2)cc1 (centres undefined),-6.8
Nc1nc(SCC(=O)N2CCCC2)[nH]c(=O)c1-c1ccccc1,-4.0
CC(C)CCn1nnnc1C(c1ccc(F)cc1)N1CCC(C(N)=O)CC1 (centres undefined),-0.5
COc1ccc(/C=C/C(=O)c2cc(F)ccc2OC(=O)c2ccccc2)cc1OC,3.9
COc1ccc(OC)c(C2C(C(=O)Nc3nc4ccccc4s3)=C(C)NC3=C2C(=O)CCC3)c1 (centres undefined),6.4
Cc1ccc(/C=N/NC(=O)c2sccc2OCc2ccc(F)cc2)cc1,22.2
CCN(CC)CCCNC(=O)C1c2ccccc2Oc2ccccc21,3.9
CCCCN(C)C(=O)c1ccc(S(=O)(=O)N2CCOCC2)cc1,-0.9
O=C(NCC(=O)N(Cc1cccs1)C(C(=O)NC1CCCCC1)c1ccncc1)c1ccco1 (centres undefined),2.3
O=C(CN1C(=O)C2CCc3[nH]c4ccccc4c3C2C1=O)N1CCCC1 (centres undefined),-6.8
CCOc1ccc2cc(S(=O)(=O)N3CCN(C)CC3)ccc2c1,-7.3
O=C(Cn1c(C(F)(F)F)nc2ccccc21)N1CCCC1,2.0
CC(NS(=O)(=O)c1cccc(Cl)c1)C(=O)Nc1ccc(-c2nc3ccccc3s2)cc1 (centres undefined),0.4
COc1cc(C2CC(=O)NC3=C2C(=O)CC(C)(C)C3)cc(OC)c1O (centres undefined),-3.3
CN(C)CCNS(=O)(=O)c1ccc(Cl)cc1,4.9
Cc1ccc2nc3ccc(N4CCCC4)nn3c(=O)c2c1,9.9
COc1cc(/C=N/n2cnnc2)ccc1OCCSc1ccc(C)cc1,2.8
CCOc1ccc(NC(=O)CN2CCN(CC(=O)c3ccc(OC)c(OC)c3)CC2)cc1,6.1
Cc1ccc(NC(=S)NCc2cccs2)cc1,-1.7
COc1cc(C2C(C(=O)c3sc(C)nc3C)=C(O)C(=O)N2CCN(C)C)cc(OC)c1OC (centres undefined),6.7
COC(=O)Cn1c(=N)n(CCN2CCCCC2)c2ccccc21,-4.5
O=C(CCOc1ccccc1)Nc1ccc(S(=O)(=O)N2CCCC2)cc1,-2.1
Cc1ccc(OCCCC(=O)Nc2ccccc2C(F)(F)F)cc1,-6.2
CCCC(=O)O[C@H]1C[C@@H](C)N(C(=O)c2ccccc2)c2ccc(C)cc21,2.9
Cc1c(NC(=O)Cn2[nH]c(=O)c3ccccc3c2=O)c(=O)n(-c2ccccc2)n1C,1.6
COc1ccc(CCn2c(-c3ccco3)nc3nc4ccccc4nc32)cc1,9.8
C=CCn1c(NCc2ccc(N(C)C)cc2)nc2ccccc21,-6.9
O=C(Nc1nc2ccccc2n1CCN1CCCC1)c1ccc(Cl)cc1,5.9
Cc1ccc(CNC(=O)CN2CCN(Cc3ccc(C)cc3)C2=O)cc1,-7.4
O=C1C2C3C=CC(C3)C2C(=O)N1/N=C/c1cn(Cc2ccccc2)c2ccccc12 (centres undefined),3.5
COc1ccc(-c2nnn(CC(=O)N3CCN(c4ccccc4OC)CC3)n2)cc1,-8.3
CC(C)COC(=O)Cn1cnc2ccc(Br)cc2c1=O,0.1
COC(=O)/C(C#N)=C1/SC=C(C)N1c1ccccc1,-15.7
OCCN(CCO)CC(O)COCCC12CC3CC(CC(C3)C1)C2 (centres undefined),-10.9

(continued)
SMILES,Artemis inh
Cc1ccc(/C=C2/SC(=S)N(CC(=O)Nc3ncc(Cc4ccc(C)cc4)s3)C2=O)cc1,1.6
COc1ccc(NC(=O)CSc2nc3ccccc3c(=O)n2CCCN2CCCCC2)c(OC)c1,-3.0
CCOC(=O)CSc1cc(CS(=O)(=O)c2ccccc2)nc(-c2ccccc2)n1,3.5
O=S(=O)(c1ccc2ccccc2c1)N(CC(O)CN1CCOCC1)c1ccccc1 (centres undefined),-0.3
O=C(NCCN1CCOCC1)c1ccc2ccccc2c1,3.0
COc1ccc(/C=C2/C(=O)N=C(N)N2C)cc1OC,0.1
CC(OC(=O)c1cc[n+]([O-])cc1)C(=O)Nc1ccc(Cl)cn1 (centres undefined),-4.9
Cc1csc(=S)n1-c1ccccc1,-3.1
O=c1[nH]c(=O)n(Cc2ccccc2)c2nc(-c3ccco3)cc(C(F)(F)F)c12,10.0
CCOC(=O)c1c(C)oc(/N=C/c2ccccc2O)c1C#N,0.2
Cc1ccc(-c2nnn(CC(=O)N(Cc3ccc(F)cc3)C(C(=O)NC3CCCC3)c3ccncc3)n2)o1 (centres undefined),9.4
Cc1ccc(NC2=NCC(=O)N2c2ccc3c(c2)OCCO3)c(C)c1,5.8
COC(=O)c1ccc(CSc2nnc(N)s2)cc1,15.5
Cc1ccc(NC2=CC(=O)CC(c3ccco3)C2)c(N)c1 (centres undefined),-2.0
N#CCCNC(=O)CCN1CCOCC1,0.1
CCc1nnc(NC(=O)CCC(=O)N2CCN(CCc3ccccc3)CC2)s1,-5.9
CCOC(=O)C(NC(=O)CC)(Nc1ccccc1OC)C(F)(F)F (centres undefined),0.4
CCOC(=O)CSc1nc(-c2ccccc2)cc(C(F)(F)F)n1,8.6
COc1cc(CNc2nc(C)c([N+](=O)[O-])c(C)c2C#N)cc(OC)c1,-6.1
COc1ccc(C(=O)Nc2cc(OC)nc(OC)n2)cc1,13.7
Cc1ccc2[nH]cc(C(=O)CN3CCC4(CC3)OCCO4)c2c1,-8.9
Cc1cc(C(F)F)n2nc(C(=O)Nc3ccccc3F)nc2n1,-9.9

Structures above containing bromine, in the order listed:
SMILES,Artemis inh
COc1ccc(OC)c(C(=O)CN2CCN(S(=O)(=O)c3ccc(Br)cc3)CC2)c1,15.2
O=C(CN1C2=NCCCN2c2ccccc21)c1ccc(Br)s1,4.7
CC(=O)N1CCN(C(=O)COc2ccc(Br)cc2)CC1,-0.9
CC(C)COC(=O)Cn1cnc2ccc(Br)cc2c1=O,0.1

Not all compounds are listed; count on the stated rates, not on these rows.
